# FXIIa inh 1536 – inhibitors of human coagulation factor XIIa. P00748. hit rate 0.3% among 220,000. purified FXIIa, Boc-QGR-AMC fluorogenic substrate, 2 h. inhibition, % at 5 µM; in the data active means inhibition above about 40%;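 further: 0% = enzyme with no compound and 100% = blank without enzyme; many of its hits are not listed in these tables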
# FXIa inh 1536 – factor XIa (human) inhibition | P03951 | purified FXIa, Boc-Glu-Ala-Arg-AMC fluorogenic substrate | inhibition, % at 5 µM | hit rate 0.14% among 220,000 | AID 798;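 active means inhibition of at least 40%; inactive means inhibition below 40%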;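 further: fluorescence of freed AMC excited at 355 nm; 0% = enzyme without compound and 100% = no enzyme blank; many of its hits are not listed in these tables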
# Mdm2 ligase inh – inhibitors of human Mdm2 E3 ubiquitin ligase; cell-based MDM2 ubiquitination luciferase reporter, 2 h; 0 = plate control, 100 = twice control, blank-subtracted; signal enhancement, % at 5 µM; hit rate 0.11% among 210,000;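 active means signal enhancement of 30% or more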;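 further: luminescence tracks abundance of the self-degrading MDM2-luciferase fusion protein; higher signal means inhibition of MDM2 E3 ligase activity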
# Target sequence (Q00987 whole entry, looked up, the tested form may be a part): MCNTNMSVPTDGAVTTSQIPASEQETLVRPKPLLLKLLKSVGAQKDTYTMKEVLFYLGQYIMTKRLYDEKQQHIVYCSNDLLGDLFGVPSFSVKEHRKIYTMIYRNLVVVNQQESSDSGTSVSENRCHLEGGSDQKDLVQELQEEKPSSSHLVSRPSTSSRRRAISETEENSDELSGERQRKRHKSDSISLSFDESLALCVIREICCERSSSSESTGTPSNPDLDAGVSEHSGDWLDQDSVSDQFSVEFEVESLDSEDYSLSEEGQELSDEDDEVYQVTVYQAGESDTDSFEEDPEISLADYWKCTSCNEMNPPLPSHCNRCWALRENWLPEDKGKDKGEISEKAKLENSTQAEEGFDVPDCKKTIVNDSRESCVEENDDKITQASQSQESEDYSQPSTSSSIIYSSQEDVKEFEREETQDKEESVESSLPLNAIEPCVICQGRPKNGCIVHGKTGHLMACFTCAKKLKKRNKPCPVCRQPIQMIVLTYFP
#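 Test system: stable mammalian line carrying autodegrading MDM2–luciferase fusion reporter; quantity: 2000 cells in each well; times: 4 h cell settling then 2 h compound exposure, 37 °C; detection: luminescence with SteadyLite reagent, 15 min at room temperature; evaluation: percent signal gain over controls, blank-subtracted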
# Wee1 stabilizer – blocks degradation of human Wee1 kinase; reporter increase, % at 5 µM; AID 1321; hit rate 1.2% among 220,000; HeLa Luc-Wee1K328M stability, luciferase luminescence; 100% = proteasome inhibitor MG132 effect;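 active means activation above the mean of all tested compounds plus 3 SD, set per screening run, cut at about 8.8% in these data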;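 further: cells exposed to compound for 20 h before luminescence read; 0% = DMSO alone and 100% = MG132 at 30 µM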
# p97 inhibitor – human p97 ATPase inhibition; P55072; recombinant p97 ATPase, Kinase-Glo ATP luminescence, 3 h; inhibition, % at 8 µM; hit rate 0.42% among 220,000; AID 1481; in the data active means inhibition above about 15%;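 further: 0% = DMSO vehicle and 100% = wells lacking enzyme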
# eIF4E-4G inh – blocks eIF4E binding to eIF4G; TR-FRET eIF4E-eIF4GI(517-606) binding, 2 h; inhibition, % at 21.7 µM; hit rate 0.37% among 220,000; AID 782;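 active means inhibition above about 30%, limit read from the data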;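 further: 0% = full FRET control wells and 100% = background wells lacking eIF4GI fragment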
# Rad51 HR inh – Rad51 (human) homologous recombination inhibition | Q06609 | hRad51 DNA strand exchange, fluorescence dequenching | inhibition, % at 10 µM | hit rate 0.085% among 200,000;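 active means inhibition above 40% at the single screening dose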;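 further: 0% = DMSO control wells and 100% = blanks with heterologous ssDNA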
#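 Test system – preformed human Rad51 ssDNA filaments · Reagent – Donor/quencher-labelled 47-bp dsDNA substrate · Incubation – 37 °C 15-min filament assembly, 30-min compound preincubation, 15-min exchange · Signal – FRET fluorescence dequenching, excitation 485 nm, emission 520 nm · Read-out – percent inhibition from fluorescence, normalised to plate control and blank means · Benchmarks – plate control and blank wells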
# KLK5 inh – kallikrein 5 (human) inhibition; inhibition, % at 5 µM; recombinant hK5, fluorogenic AMC substrate cleavage; hit rate 0.59% among 210,000; Q9Y337;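 active means inhibition of 40% or more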;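 further: 0% = enzyme controls without compound and 100% = no-enzyme blanks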
# Target sequence (Q9Y337 67-293 limits assumed): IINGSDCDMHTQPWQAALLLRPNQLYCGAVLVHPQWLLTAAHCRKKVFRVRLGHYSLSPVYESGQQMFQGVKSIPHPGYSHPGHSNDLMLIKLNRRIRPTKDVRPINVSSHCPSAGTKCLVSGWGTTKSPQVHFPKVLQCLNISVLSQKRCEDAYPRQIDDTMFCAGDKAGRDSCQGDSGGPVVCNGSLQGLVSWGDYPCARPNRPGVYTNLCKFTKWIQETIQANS
# 14-3-3 Bad inh – disrupts binding of bovine 14-3-3 zeta to phospho-Bad peptide. inhibition, % at 21.7 µM. TR-FRET 14-3-3zeta/Dy647-pBad peptide displacement, 1 h. P63103. hit rate 0.71% among 220,000;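 active means inhibition above about 70%, limit read from the data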;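 further: 0% = full 14-3-3 plus peptide FRET controls and 100% = background without 14-3-3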
# Target sequence (P63103 whole entry, looked up): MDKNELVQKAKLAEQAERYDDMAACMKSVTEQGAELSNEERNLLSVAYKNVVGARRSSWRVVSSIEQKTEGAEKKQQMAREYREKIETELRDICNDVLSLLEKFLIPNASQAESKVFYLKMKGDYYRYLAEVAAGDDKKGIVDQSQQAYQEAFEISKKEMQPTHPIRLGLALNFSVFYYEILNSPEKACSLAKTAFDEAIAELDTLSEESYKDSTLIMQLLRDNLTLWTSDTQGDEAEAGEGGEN
# Starred values were filed as active, the others as inactive; / = no result given; [ ] = another dose, or the depositor's remark.
SMILES,FXIIa inh 1536,FXIa inh 1536,Mdm2 ligase inh,Wee1 stabilizer,p97 inhibitor,eIF4E-4G inh,Rad51 HR inh,KLK5 inh,14-3-3 Bad inh
CCOC(=O)C1(Cc2ccc(OC)cc2)CCN(C(=O)Cn2cnnn2)CC1,5,-3,-12,0,-1,3,/,/,-2
COCC(C)n1c(SCc2ccc(C(=O)OC)o2)nc2ccccc2c1=O (configuration not stated),12,6,-12,0,-7,56*,-6,6,-3
Nc1nc(Cl)cc(N2CCOCC2)n1,8,6,1,0,1,4[fluorescence artefact?],-6,-8,1
CSCCC(NC(N)=O)C(=O)NCC1CCCCC1 (configuration not stated),-20,-5,-3,0,1,-4[fluorescence artefact?],8,-15,-5[fluorescence artefact?]
CCOC(=O)C1CCCN(C(=O)CSc2ccc(NC(C)=O)cc2)C1 (configuration not stated),4,-4,-2,-2,6,-1,10,-5,-3
C#CC(CO)N(CCN(Cc1ccccc1)C(C#C)CO)Cc1ccccc1 (configuration not stated),8,2,2,0,-5,5,-7,-21,15
CCOc1ccc(CC(=O)NNC(=O)NC2CCCCC2)cc1,13,-2,-11,2,0,-2,-1,-3,-9
CCCN(CCC)C1=CC(=[N+]2CCCC2)CC(C)(C)C1,13,5,-12,3,-2,6[fluorescence artefact?],6,-9,1[fluorescence artefact?]
NC(=S)Nc1ncc(C(F)(F)F)cc1Cl,7,1,-11,1,-2,2,-3,3,0
CCC(=O)c1cc(F)c(N2CCN(S(=O)(=O)c3ccccc3)CC2)cc1C,0,-11,-7,3,0,-1,-9,-7,-7
O=C1Nc2c(c(=O)[nH]c(=O)n2-c2ccccc2F)C(C(F)(F)F)(C(F)(F)F)N1,9,1,-6,-1,1,6,-10,-10,17
Cc1cc(C)cc(N(C(=O)CNC(=O)c2ccco2)C(C(=O)NC2CCCC2)c2cccnc2)c1 (configuration not stated),11,14,1,-1,-2,-2,5,-2,8[fluorescence artefact?]
CC[n+]1c(C)sc2cc(C)ccc21,8,-3,-16,-4,1,2,16,-10,-5
CCN(c1ccc(F)cc1)S(=O)(=O)c1ccc2[nH]cc(C(=O)NCCCN3CCOCC3)c(=O)c2c1,-1,-4,-12,0,-6,12,/,/,20
CCOC(=O)/C(C(N)=NC(C)C)=C(\O)c1ccccc1,5,6,-7,0,-5,2,11,-20,-9
Cc1ccc(-c2ccc([C@H]3[C@H]4C=CC[C@@H](C)[C@@H]4C(=O)N3Cc3ccccc3)c(F)c2)cc1,2,-2,4,/,/,-2,-27,0,-1
Cc1ccc(C(=O)NCC(=O)OC(C)C(=O)Nc2ccc(N(C)C)cc2)cc1C (configuration not stated),8,-4,-8,2,-2,11,-19,-7,-4
COc1ccc(N2C(=O)CC(NNC(=O)c3ccc(Br)s3)C2=O)cc1 (configuration not stated),9,3,-2,1,7,-3,/,22,-7
COC(=O)N1CCN(c2ccc(C(C)=O)cc2)CC1,9,-2,-20,0,5,3[fluorescence artefact?],-4,1,-4
O=C(CCn1c(=S)oc2ccccc21)N1CCCCC1,1,-5,-1,-3,4,0,5,-9,-8
CNC(=O)c1[nH]cnc1C(=O)N[C@@H](CC(C)C)C(=O)OCc1ccccc1,10,1,/,0,1,0,0,1,-2
O=C(Nc1cccc2c1CCCC2)C1CCCN(S(=O)(=O)c2cccc3nonc23)C1 (configuration not stated),7,-6,-3,1,2,1,/,-7,6
COc1ccc(N2CCN(C(=O)C3CCN(S(=O)(=O)c4cccs4)CC3)CC2)cc1,3,0,4,1,1,2,10,-3,-13
CC(C)(C)CN1C(N)=NC[C@H]1Cc1ccc(O)cc1,3,-2,11,/,/,0,6,0,-2
Cc1ccc(N2CCN(C(=O)CN3C(=O)c4ccccc4C3=O)CC2)cc1,-3,-5,-14,0,2,7,1,-3,-22[fluorescence artefact?]
COc1cc2c(cc1OC)CN(C(=O)CC1CC3CCC1C3)CC2 (configuration not stated),14,9,8,5,2,-10,5,-1,5
Nc1c(Cl)ncnc1N/N=C/c1ccnc2ccccc12,6,11,-5,5,7,-3,2,-5,-7[fluorescence artefact?]
CCOC(=O)c1c(CN(CC)CC)n(C)c2cc(Br)c(O)cc12,-1,-1,-6,2,3,-3,/,-1,-5
CCOC(=O)c1cnc2ccc(C)cc2c1Sc1ccccc1,13,0,-4,3,-2,3[fluorescence artefact?],5,1,3[fluorescence artefact?]
O=C1Nc2ccccc2C12OCCCO2,-17,-10,-11,-4,3,-4,1,0,-6
CCOC(=O)NC1c2ccccc2Oc2ccccc21,1,-8,-9,-3,2,6,7,-1,1
COc1cccc(NC(=S)/C(=C(\[O-])c2ccc(OC(F)F)cc2)[n+]2ccccc2)c1,5,-3,-33,6,-2,-4,-1,-1,-5
O=C(Nc1cccc(Cl)c1N1CCOCC1)c1ccc2c(c1)OCCO2,5,1,-2,-3,-1,1,31,-1,-6
COc1ccc(CCNC(=O)c2nnc(Cc3c(F)cccc3Cl)o2)cc1OC,13,-3,9,0,4,0,2,-1,10
Cc1ccc(OCCCC(=O)NCc2ccco2)cc1,10,1,-26,0,-1,3,-11,-9,-1
COCc1[nH][nH]c(=O)c1C=Nc1ccc(OC(F)(F)F)cc1,5,-2,-9,4,-2,3,-2,2,-6
Cn1c(=O)n(C)c2cc([N+](=O)[O-])c(N3CCN(C(=O)C(C)(C)C)CC3)cc21,9,-1,-18,-3,6,5,17,1,-20
C=CCN(C(=O)CSc1nc2ccsc2c(=O)n1Cc1ccccn1)c1ccccc1,4,2,-8,-3,3,2,21,-6,-17
N#Cc1c2ccc(O)cc2n2ccccc12,6,-3,-33,0,7,4,-4,-5,-9
CC(=O)c1cccc(NS(=O)(=O)c2ccc(N/C=C\C(=O)c3ccc(F)cc3)cc2)c1,16,6,10,-1,4,3,2,-5,-5
CCn1c(Cc2ccccc2)nnc1SCC(=O)Nc1ccccc1N1CCOCC1,6,1,/,3,-11,3,0,-19,-4
O=C(Nc1ccccc1N1CCN(C(=O)c2ccccc2)CC1)c1cc2ccccc2o1,10,2,-17,-2,5,2,-6,3,4
O=C(NCc1ccccc1)c1ccc(=O)oc1,5,-2,-7,0,5,0,10,-3,9
COc1ccccc1C(=O)NNC(=S)NC(=O)c1sc2ccccc2c1Cl,10,2,-3,2,7,4[fluorescence artefact?],-7,-91,-4
O=C1C2C3C=CC(C2C(=O)N1CCCO)C1C2C(=O)N(CCCO)C(=O)C2C31 (configuration not stated),2,7,-12,-1,-1,-3,1,-15,-6
O=C(Cn1c(=O)oc2cc(S(=O)(=O)N3CCOCC3)ccc21)N1CCc2ccccc2C1,24,21,-15,-4,1,-3,-6,-1,0
COc1cccc(/C=N/NC(=O)CN2CC(c3ccccc3)CC2=O)c1O (configuration not stated),7,0,-2,-1,-1,-7,/,-26,3[fluorescence artefact?]
c1ccc(COc2ccc(OCCN3CCCCC3)cc2)cc1,9,-1,-6,-1,4,-3,/,-13,12
Cc1[nH]c(=O)[nH]c(=O)c1S(=O)(=O)N1CCC(C(=O)N2CCN(Cc3ccccc3)CC2)CC1,6,4,-17,0,-3,-4,11,-14,-3
C=CCN=c1sc(C(=O)OC)cc(=O)n1CC=C,11,-5,-6,4,3,13,7,-3,-3
O=C(CNC(=S)N(Cc1ccccc1Cl)C1CCCC1)NCCCN1CCOCC1,6,-5,-3,2,-5,-2,4,-10,-11
O=C(c1ccc(Cl)c([N+](=O)[O-])c1)N(Cc1ccc(Cl)cc1)C1CCS(=O)(=O)C1 (configuration not stated),11,1,-4,0,2,5,-8,-12,-2
CCN(CC)S(=O)(=O)c1ccc(OC)c(NC(=O)Cc2cccs2)c1,9,-3,-7,-2,1,34*,-8,13,44
CCN(CC)C(=O)c1csc(Nc2ccc(C)cc2)n1,-2,-9,-18,-1,3,15,-13,-5,-13
Cc1ccc(NC(=O)CCc2c(C)nc3ncnn3c2C)nc1,-2,-2,-9,-1,5,-14,-4,-1,3
COc1ccc(N=CC=C2OC(C)(C)C(C)(C)O2)cc1OC,6,21,-8,3,-2,0,-13,3,-3
CCOC(=O)N1CCN(c2c(NCCc3ccc(OC)c(OC)c3)c(=O)c2=O)CC1,-186,1,-17,2,-1,2,0,1,8
CC1=N/C(=C\c2ccc3c(c2)OCO3)C(=O)N1c1ccc(C(=O)O)cc1,15,9,-9,1,9,-10[fluorescence artefact?],/,0,-11[fluorescence artefact?]
COc1ccc(N2C(=O)[C@@H]3[C@H](C2=O)[C@H]2C=CC=NN2[C@@H]3C(=O)Nc2ccc(Cl)cc2)cc1,3,1,-15,-1,-2,-1,4,-6,-4
Cc1cc2c(NC(=O)Nc3ccc(C(F)(F)F)cc3)cccc2nn1,5,9,-14,-2,2,5,10,3,-1
# (listing goes on)
SMILES,FXIIa inh 1536,FXIa inh 1536,Mdm2 ligase inh,Wee1 stabilizer,p97 inhibitor,eIF4E-4G inh,Rad51 HR inh,KLK5 inh,14-3-3 Bad inh
CN1CCN(C2=C(Cl)C(=O)N(c3ccc(Cl)cc3)C2=O)CC1,11,1,-3,-1,1,3,-3,5,6[fluorescence artefact?]
Cc1nnc(NC(=O)CCC(=O)NCc2ccco2)s1,15,7,1,10.0*,-1,-2,-3,-15,2
Cc1nc(SCC(=O)N2CCc3ccccc3C2)c2c(C)c(C)sc2n1,27,16,-26,2,-5,-9,-1,59*,-5
Cc1cc(SCC2=NNC(=O)C2)c(Cl)cc1Cl,0,-16,-2,1,-5,4,15,22,-9
Cc1cc2c(c(=O)o1)C(C(C)C)C(C#N)=C(N)O2 (configuration not stated),12,-7,4,1,7,-1,-31,-3,-5
Fc1ccccc1NC(=S)N1CCN(Cc2ccc3c(c2)OCO3)CC1,9,-1,-12,4,-2,3,-5,1,-8
CCC1CCCCN1CCNC(=O)C1CCN(S(=O)(=O)c2c(C)noc2C)CC1 (configuration not stated),6,2,5,1,-3,0,3,6,10
COc1ccc(CN(C(=O)CN2C(=O)c3ccccc3S2(=O)=O)C(C(=O)NCC2CCCO2)c2ccncc2)cc1 (configuration not stated),3,-1,-4,2,1,1,3,0,0[fluorescence artefact?]
CCOc1ccc(C2C(C#N)=C(N)SC(N)=C2C#N)cc1OC,1,-7,-12,5,0,5,-155,-7,-12
Cc1ccc(S(=O)(=O)N2CCN(C)CC2)c(C)c1,7,-4,-17,-2,-5,-2,-1,-6,-9[fluorescence artefact?]
COc1ccc(Oc2nc(C)cc(C)c2S(=O)(=O)c2ccc(C)cc2)cc1,14,3,-17,-3,-3,9,/,-9,-2
C(=N\NC1=Nc2cccc3cccc1c23)/c1cccnc1,-7,-1,-8,0,4,-1,-23,-4,-3
